Screens (PubChem)
MITF primary: MITF inhibitors, primary screen, biochemical, AlphaScreen, human; Microphthalmia-associated transcription factor (Homo sapiens), O75030; AlphaScreen MITF homodimerization, bead proximity signal; inhibition, % at 2.6 µM; hit rate 0.91% among 650,000; in the data active means inhibition above about 50%;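 further: 0% = vehicle wells with protein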
FBW7 activator: FBW7 E3 ligase activators, primary screen, biochemical, AlphaScreen, human; F-box/WD repeat-containing protein 7 (Homo sapiens), Q969H0; AlphaScreen FBW7–phospho-cyclin E peptide binding, activator screen; normalized activity (activation), % at 26.1 µM; hit rate 0.13% among 650,000; AID 1259310, 2017; in the data active means normalized activity above about 1.9%;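 further: purified mutant Fbw7 with reduced substrate affinity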
Target sequence (Q969H0 whole entry, looked up): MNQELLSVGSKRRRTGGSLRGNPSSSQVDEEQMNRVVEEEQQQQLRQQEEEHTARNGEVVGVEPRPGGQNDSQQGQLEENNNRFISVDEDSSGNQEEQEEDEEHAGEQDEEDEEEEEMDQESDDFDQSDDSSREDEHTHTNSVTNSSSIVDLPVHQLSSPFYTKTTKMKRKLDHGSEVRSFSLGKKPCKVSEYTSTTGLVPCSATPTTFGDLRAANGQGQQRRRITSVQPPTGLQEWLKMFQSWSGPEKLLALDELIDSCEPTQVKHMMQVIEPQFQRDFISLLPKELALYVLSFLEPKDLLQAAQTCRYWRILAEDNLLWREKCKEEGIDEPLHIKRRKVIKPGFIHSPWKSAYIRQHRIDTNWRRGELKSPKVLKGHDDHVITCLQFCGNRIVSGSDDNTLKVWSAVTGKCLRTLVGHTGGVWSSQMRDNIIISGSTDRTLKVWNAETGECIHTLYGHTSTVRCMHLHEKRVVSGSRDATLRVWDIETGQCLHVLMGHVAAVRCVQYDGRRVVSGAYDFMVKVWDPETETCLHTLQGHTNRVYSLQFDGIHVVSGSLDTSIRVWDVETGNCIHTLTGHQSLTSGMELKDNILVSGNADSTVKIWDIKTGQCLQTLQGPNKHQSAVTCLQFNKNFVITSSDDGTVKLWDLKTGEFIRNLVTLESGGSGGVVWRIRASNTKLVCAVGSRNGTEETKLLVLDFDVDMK
GPR151 ag: activators of human GPR151, primary screen, cell-based, PathHunter beta-arrestin, luminescence | PathHunter beta-arrestin GPR151 cells | activation, % at 11.2 µM | hit rate 1% among 650,000 | AID 1508602, 2020; in the data active means activation above about 4.9%;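 further: 0% = median of compound wells and 100% = cells with positive control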
TEAD-YAP block: TEAD-YAP interaction inhibition, primary screen, TEAD-YAP interaction inhibitor project, luminescence, HEK-TIYL cells; TEAD-Gal4/YAP UAS-luciferase luminescence; inhibition, % at 9.12 µM; hit rate 1.4% among 640,000; AID 1259422, 2018; in the data active means inhibition above about 32%;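 further: 0% = median of test compound wells and 100% = reference inhibitor wells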
Numbers without * were called inactive.

SMILES	MITF primary	FBW7 activator	GPR151 ag	TEAD-YAP block
CC(NC(=O)c1cc(=O)c2ccccc2o1)c1ccccc1 (configuration not stated)	9.5	0.2	-0.1	-7.5
COc1cc(C)nn1-c1ccccc1Cl	-7.7	-0.2	-1.9	-4.2
O=C1N/C(=C/c2cccn2-c2ccccc2)C(=O)N1Cc1ccccc1F	55.2*	-0.1	-0.8	12.9
CCOc1ccc(Cn2nnc(-c3ccc(S(C)(=O)=O)cc3)n2)cc1OCC	2.6	-0.1	0.0	-2.4
Cc1sc(NC(=O)CN(C(=O)c2cccc(F)c2)C2CCCC2)c(C(N)=O)c1C	-1.2	-0.1	0.4	24.6
COc1ccc(C2C(C#N)=C(N)OC3=C2C(=O)CC(C)(C)C3)cc1Cn1nc([N+](=O)[O-])c(Br)c1C (configuration not stated)	17.7	0.1	-1.0	-10.6
Cc1cc(C)c(-n2nnnc2SCC(=O)Nc2nccs2)c(C)c1	-6.0	0.1	-0.2	4.0
CCCN1CCN(c2ncnc3c2nnn3Cc2ccccc2)CC1	3.0	0.0	2.7	18.1
CCc1nc2c(o1)NC(N)=C(C#N)C2c1ccc(Cl)cc1 (configuration not stated)	2.7	0.0	0.6	-5.5
C(=N\c1nnc2nc[nH]n12)/c1ccco1	-1.6	-0.1	-0.7	0.7
NS(=O)(=O)c1ccc(CCNC(=O)CSc2nc3ccsc3c(=O)n2CCCCCC(=O)NCCc2ccccc2)cc1	18.4	0.3	-1.1	11.2
COc1ccc(/C=C2/NC(=O)N(CC(=O)Nc3cccc(C)c3)C2=O)cc1O	-3.9	0.0	0.2	-8.6
Cc1c(C(=O)Nc2ccc(F)cc2F)sc2ncn(Cc3cccc(F)c3)c(=O)c12	29.6	0.5	-0.8	-0.4
COc1ccc(C2CC(=O)C3=C(C2)Nc2ccccc2NC3c2ccc(F)c(Br)c2)cc1OC (configuration not stated)	-0.4	0.1	0.0	-3.4
COc1cccc(CC2=NOC(C(=O)N(C)Cc3csc(-c4cccs4)n3)C2)c1 (configuration not stated)	9.0	0.1	0.9	1.0
O=C(NCCN1CCOCC1)C(=O)Nc1cccc(Cl)c1Cl	0.4	0.4	0.0	-6.0
COc1ccccc1Cn1c(SCC(=O)NC2CCCCC2)nc2ccccc2c1=O	-4.4	-0.1	0.8	-11.8
CCn1ccnc1CNC(=O)CCc1nnc(CCCCc2ccccc2)o1	-5.8	0.0	0.6	-2.0
Cc1cc2nc3c(c(=O)n2[nH]1)CCC3	17.7	0.8	0.7	-3.4
CCCOc1ccc(/C=C/C(=O)NC(C)(C)C)cc1	-4.0	0.0	-0.1	-49.8
CSc1ccc(-c2cc(=O)c3cc(O)ccc3o2)cc1	-5.0	-0.2	-2.7	44.0*
CC1CCCN(c2ccc(C(=O)NC3CC3)cc2[N+](=O)[O-])C1 (configuration not stated)	4.1	-0.3	0.9	-2.5
COc1ccc(N2CCN(C(=O)CN3CCCC3)CC2)cc1	-0.8	0.0	0.4	-0.1
O=C(Nc1ccnn1C1CCN(Cc2ccc3c(c2)OCCO3)CC1)C1CC1	8.0	0.2	0.2	2.0
O=S(=O)(O)c1ccc(N=Nc2ccc(O)cc2)cc1	40.2	0.6	-5.8	16.1
Cc1cc(C(F)(F)F)nc(NCc2cccs2)n1	3.5	0.2	-0.5	-3.4
CC(=O)Nc1c2ccccc2n2c(C)nc3ccc(Cl)cc3c12	4.4	-0.1	-1.7	-0.6
Cc1cccc(C)c1OCC(O)CNS(=O)(=O)c1ccccc1C(=O)N1CCCCC1 (configuration not stated)	9.8	0.1	-0.2	4.0
Cc1ccc2nc(-c3ccc(N)cc3)sc2c1	18.2	0.0	-7.1	85.9*
COc1cc(OC)cc(C(=O)Nc2ccc(S(=O)(=O)Nc3cc(C)on3)cc2)c1	0.2	-0.1	-1.2	2.6

Three compounds from above, showing only TEAD-YAP block, MITF primary and GPR151 ag:
compound,TEAD-YAP block,MITF primary,GPR151 ag
COc1ccccc1Cn1c(SCC(=O)NC2CCCCC2)nc2ccccc2c1=O,-11.8,-4.4,0.8
CC(=O)Nc1c2ccccc2n2c(C)nc3ccc(Cl)cc3c12,-0.6,4.4,-1.7
Cc1ccc2nc(-c3ccc(N)cc3)sc2c1,85.9*,18.2,-7.1

More entries
SMILES	MITF primary	FBW7 activator	GPR151 ag	TEAD-YAP block
COc1cc(C2CC(=O)N(CC(=O)NCc3ccccc3)c3ccccc3S2)cc(OC)c1OC (configuration not stated)	-4.2	-0.1	1.0	10.3
COc1ccc(C2C(C(=O)Nc3ccc(F)cc3)c3ccccc3C(=O)N2Cc2ccc(F)cc2)cc1 (configuration not stated)	10.9	-0.1	-0.5	10.5
Cc1ccccc1C(=O)OCC(=O)c1cc(C)n(Cc2ccco2)c1C	13.7	0.0	-1.3	69.2*
O=C(Cn1nc(-c2ccccc2)ccc1=O)N1CCCCC1	8.0	0.3	-0.6	-5.6
Cc1cc(NS(=O)(=O)c2ccc(Oc3ccc([N+](=O)[O-])cc3)cc2)no1	-1.7	-0.1	1.6	10.6
Cc1ccccc1NCC(=O)N/N=C\c1cccc(C)c1O	-9.0	0.2	3.9	10.8
Cc1ccc(Cn2c(C(=O)O)c(CNC3CCCC(C)C3C)c3ccccc32)cc1 (configuration not stated)	1.5	0.1	1.5	14.7
COC(=O)c1ccc(C(=O)OC)c(NC(=O)c2cc3nc(-c4ccc(OC)c(OC)c4)cc(C(F)(F)F)n3n2)c1	-13.2	0.2	-1.6	-2.0
COc1ccc(S(=O)(=O)N2CCC(C)CC2)cc1	-5.9	0.0	-0.5	12.4
Cc1cc(=O)oc2cc(NC(=S)NNC(=O)C3(C)CC3(Cl)Cl)ccc12 (configuration not stated)	-20.7	-0.1	0.2	6.5
Cc1ccc(N(CC(=O)NC2CCCC2)C(=O)Cn2nnc(-c3ccccc3F)n2)cc1	9.2	0.4	0.0	-4.7
O=C(Nc1ccccc1C(=O)Nc1ccccc1)c1cccs1	1.6	-0.1	0.3	10.0
Cc1ccc(NC(=O)CN(c2cc(C(F)(F)F)ccc2Cl)S(C)(=O)=O)cc1	3.3	0.0	0.3	-7.6
COc1ccc(NC(=O)c2cc(-c3cccc(O)c3)on2)cc1	5.5	0.1	0.0	-35.9
CC(=O)Nc1ccc(NC(=O)CN(c2cccc([N+](=O)[O-])c2)S(C)(=O)=O)cc1	-14.9	0.1	0.6	2.2
CCCC(=O)Nc1cccc(NC(=O)c2cncc(Br)c2)c1	20.2	0.4	1.0	11.0
CC12CCC(C/C1=N/NC(=O)COC(=O)c1ccc(Cl)cc1)C2(C)C (configuration not stated)	3.0	0.0	0.6	3.7
O=C(Cn1cnc2ccccc2c1=O)Nc1ccc(S(=O)(=O)N2CCCC2)cc1	8.6	0.0	0.2	4.1
CC(C)(C)c1ccc(OCCN2C(=O)c3ccccc3C2=O)cc1	5.9	0.2	0.1	-39.5
CCOc1ccccc1CN1CCN(Cc2cn(C)nc2-c2ccccc2)CC1CCO (configuration not stated)	3.9	-0.1	-0.9	-9.0
O=C(CSc1nnc(NC2CCCCC2)s1)Nc1ccc([N+](=O)[O-])cc1	-15.0	0.0	0.5	6.3
COc1cc(NC(=O)c2cc(C)nc(-n3cc(NC(=O)Cc4ccccc4)cn3)c2)ccc1N1CCOCC1	15.7	-0.1	0.2	6.2
CCn1c(C)cc(/C=C2\C(=O)NC(=S)N(C)C2=O)c1C	-2.6	0.0	-0.5	4.0
O=C1CSc2cc(S(=O)(=O)NCc3ccc(Cl)cc3)ccc2N1	-0.3	-0.2	1.4	3.6
Cc1cc2cc(C=O)c(=O)[nH]c2cc1C	5.8	0.1	2.1	8.0
Cn1c(=O)c2c(nc(Cl)n2Cc2ccc(F)cc2)n(C)c1=O	4.7	-0.1	0.1	1.5
COc1ccccc1CNc1ccc(N2CCOCC2)c(C(=O)O)c1	-1.9	-0.1	1.5	15.5
N#Cc1ccc(NC(=O)COC(=O)COc2ccc(Cl)cc2Br)cc1	-2.0	-0.1	1.1	-2.8
COc1cc(C)nc(N(CCC(C)C)S(=O)(=O)c2ccc(C)cc2)n1	-4.5	0.1	-0.1	8.9
O=C(NCCc1ccccc1)c1sc(=S)n2c1[nH]c(=O)c1ccccc12	1.6	-0.1	-0.6	10.0

Reformatted bar-delimited: 5 of the compounds above.
SMILES | MITF primary | FBW7 activator | GPR151 ag | TEAD-YAP block
CC12CCC(C/C1=N/NC(=O)COC(=O)c1ccc(Cl)cc1)C2(C)C (configuration not stated) | 3.0 | 0.0 | 0.6 | 3.7
O=C(Cn1cnc2ccccc2c1=O)Nc1ccc(S(=O)(=O)N2CCCC2)cc1 | 8.6 | 0.0 | 0.2 | 4.1
CC(C)(C)c1ccc(OCCN2C(=O)c3ccccc3C2=O)cc1 | 5.9 | 0.2 | 0.1 | -39.5
CCOc1ccccc1CN1CCN(Cc2cn(C)nc2-c2ccccc2)CC1CCO (configuration not stated) | 3.9 | -0.1 | -0.9 | -9.0
O=C(CSc1nnc(NC2CCCCC2)s1)Nc1ccc([N+](=O)[O-])cc1 | -15.0 | 0.0 | 0.5 | 6.3

3 entries out of the list, sorted by SMILES length, lowest first.
SMILES	MITF primary	FBW7 activator	GPR151 ag	TEAD-YAP block
O=C1CSc2cc(S(=O)(=O)NCc3ccc(Cl)cc3)ccc2N1	-0.3	-0.2	1.4	3.6
O=C(CSc1nnc(NC2CCCCC2)s1)Nc1ccc([N+](=O)[O-])cc1	-15.0	0.0	0.5	6.3
COc1cc(NC(=O)c2cc(C)nc(-n3cc(NC(=O)Cc4ccccc4)cn3)c2)ccc1N1CCOCC1	15.7	-0.1	0.2	6.2

New compounds follow:
SMILES	MITF primary	FBW7 activator	GPR151 ag	TEAD-YAP block
CN(C(=O)NCc1noc2ccccc12)c1cccc(C(F)(F)F)c1	-3.6	0.0	0.0	6.1
COc1cc(NC(=O)c2nc3nc(C)cc(C)n3n2)cc(OC)c1	-4.2	0.1	0.5	3.1
c1ccc2c(c1)n(CCN1CCCCC1)c1ncnn21	11.8	0.1	-0.4	-5.2
CCCCOC(=O)c1ccc(NC(=O)/C=C/c2ccc(C(C)(C)C)cc2)cc1	10.1	0.1	1.5	6.8
CC1=C(C(=O)OCc2ccc3c(c2)OCO3)C(c2c(F)cccc2Cl)CC(=O)N1 (configuration not stated)	20.0	0.8	-0.9	14.3
Cc1ccc2nc(-c3ccc(NC(=O)c4ccc(Cl)cc4Cl)cc3)sc2c1	-14.2	0.1	-0.7	-7.1
CCCOC(=O)c1ccc(NC(=O)c2cccc(Cl)c2)cc1	2.2	0.1	-1.4	-10.9
COc1ccc(N2C(=O)/C(=C/c3ccc(-c4ccc([N+](=O)[O-])cc4)o3)C=C2c2ccccc2)cc1	-3.4	-0.1	1.1	-14.2
CCC(C)NC(=O)/C=C/c1ccccc1OC (configuration not stated)	19.9	0.3	-1.4	-19.5
COC(=O)c1ccc(N=Cc2c(O)[nH]c(=S)[nH]c2=O)cc1	-2.8	-0.1	2.0	3.7
COc1ccc(/C=C2\C(=O)NC(=O)N(c3ccc(C)cc3)C2=O)cc1C(=O)O	18.2	0.3	-1.1	6.7
Nc1nc2ccc(Oc3ccc4nc(N)sc4c3)cc2s1	15.7	0.4	0.8	32.8*
FC(F)(F)c1cc(-c2ccc(Cl)cc2)n[nH]1	3.1	0.0	2.9	0.1
O=C(COc1ccc2ccccc2c1)N/N=C/c1ccc(Cl)c([N+](=O)[O-])c1	-4.7	-0.1	-0.5	7.3
O=C(NCCC(=O)N1CCN(c2cccc(Cl)c2)CC1)NC12CC3CC(CC(C3)C1)C2	2.8	-0.1	1.4	3.3
CCc1ccc2oc(-c3ccc(N)cc3O)nc2c1	-0.2	0.0	-1.8	69.1*
C/C=C/C1OC23CCCCC2C(C#N)(C#N)C1(C#N)C(=N)O3 (configuration not stated)	10.4	0.2	1.2	2.3
CCN1CCN(S(=O)(=O)c2ccc3c(c2)oc(=O)n3C)CC1	5.4	-0.1	-0.2	-9.8
Cc1c(N=Nc2c(O)[nH]c(=O)[nH]c2=O)cccc1[N+](=O)[O-]	4.2	0.4	-0.8	12.3
O=C(NN=C1CCCCC1)c1cccc(Cl)c1	0.3	0.1	-1.2	-48.7
CCCCN(CC)S(=O)(=O)c1ccc(C(=O)Nc2cccc3c2C(=O)NC3=O)cc1	12.5	0.0	-1.2	-4.9
Nn1cc(-c2ccccc2)nc1SCC(=O)Nc1cccc(S(N)(=O)=O)c1	4.1	0.0	0.9	-1.9
